# HIV RNase H inh – inhibitors of HIV-1 reverse transcriptase RNase H. RT-RNase H RNA/DNA duplex cleavage, fluorescence. hit rate 1.9% among 65,000. AID 565. inhibition, % at 10 µM; in the data active means inhibition above about 50%
# RmlCD inh mix – RmlC/RmlD inhibition, mixture screen. RmlC/RmlD coupled enzyme inhibition, 384-well mixture HTS. inhibition, % at 5.5 µM. hit rate 0.39% among 110,000; in the data active means inhibition above about 30%, passing the limit was not always enough; further: strong numbers were not always called active
# The depositor's hits bear a star; . = not tested or not shown.
# Preview:
Structure,HIV RNase H inh,RmlCD inh mix
Cc1nnc(SCC(=O)N2c3ccccc3Sc3ccccc32)n1N,-18,-6
O=C(NC1CCCCC1)Sc1ccc(Cl)cc1,10,3
N#CC(c1ccc(O)cc1)N1CCCCC1 (centres undefined),.,-4
CN(C)c1ccc(NC(=O)CN2CCN(S(=O)(=O)c3cc(Cl)ccc3Cl)CC2)cc1,-1,-12
O=C(CCn1nc(-c2ccc(Cl)cc2)ccc1=O)NCc1ccccn1,-16,-12

# The listing, repeating the preview:
Structure,HIV RNase H inh,RmlCD inh mix
Cc1nnc(SCC(=O)N2c3ccccc3Sc3ccccc32)n1N,-18,-6
O=C(NC1CCCCC1)Sc1ccc(Cl)cc1,10,3
N#CC(c1ccc(O)cc1)N1CCCCC1 (centres undefined),.,-4
CN(C)c1ccc(NC(=O)CN2CCN(S(=O)(=O)c3cc(Cl)ccc3Cl)CC2)cc1,-1,-12
O=C(CCn1nc(-c2ccc(Cl)cc2)ccc1=O)NCc1ccccn1,-16,-12
Cc1c(C(=O)NN2CCN(C)CC2)cccc1[N+](=O)[O-],.,-15
O=C(COc1ccccc1)N1CCN(c2ccc([N+](=O)[O-])c(N3CCCCC3)c2)CC1,.,6
CCOC(=O)c1[nH]c(C)c(C(=O)N2CCN(c3ccc(F)cc3)CC2)c1C,-2,-11
O=S(=O)(c1ccccc1)c1nc(-c2cccs2)oc1NCC1CCCO1 (centres undefined),-39,-16
CC(=O)c1cccc(NC(=O)c2ccc(Br)o2)c1,-8,-7
O=C(c1noc2c1CCCC2)N1CCN(Cc2ccccc2)CC1,-11,5
O=C(c1ccc(S(=O)(=O)N2CCCCC2)cc1)N1CCCc2ccccc21,-6,-9
O=C(CSc1nnnn1C1CCCCC1)N1c2ccccc2Sc2ccccc21,.,13
Cc1ccc(NCCc2ccc(C)nc2)cc1,.,12
CCN(CC)C(=O)c1[nH]cnc1C(=O)N[C@@H](C)C(=O)OC(C)(C)C,.,-3
Cc1ccc(/C=C/S(=O)(=O)N2CCC(C(=O)O)CC2)cc1,3,9
CCCCn1c(-c2nonc2N)nc2ccccc21,.,-47
Cc1ccc(C(=O)N(c2c(C)n(C)n(-c3ccccc3)c2=O)C(C)C)cc1,.,-11
Nc1nnc(SCC(=O)N2CCc3ccccc32)n1-c1ccccc1,-7,-3
O=C(O)C1=C[C@H](c2ccc3c(c2)OCO3)C[C@H](OCCCCO)O1,.,6

# (next part)
Structure,HIV RNase H inh,RmlCD inh mix
CC(=O)O[C@@H]1[C@H]2CC[C@@H]3[C@]1(C[C@@H](OC(C)=O)[C@@]1(O)C([C@@H]4O[C@@H]4C1(C)C)[C@]3(C)O)C[C@@]2(C)O (some centres undefined),.,1
Cc1ccc(C2CC(=O)c3cnc(N4CCN(c5ccccc5)CC4)nc3C2)cc1 (centres undefined),5,-10
O=C(NCCCN1CCOCC1)c1cc2c(=O)[nH]c3ccccc3c2s1,-25,.
COc1ccc(OC)c(N(CC(=O)Nc2cccnc2)S(=O)(=O)c2ccc(OC)c(OC)c2)c1,-8,9
COc1ccc(CN(Cc2cc3cccc(C)c3[nH]c2=O)C(=O)N(C)C)cc1,-8,5
Cc1ccc(NC(=O)/C(=C\c2ccccc2)NC(=O)/C=C/c2ccccc2)cc1,.,-9
CCOC(=O)c1cc(C(=O)OCC)cc(-n2c(C)cc(C(=O)CN3CCOCC3)c2C)c1,5,-13
O=C(Cc1ccccc1)N/N=C\c1ccc(Br)o1,.,-11
C=C1CCN(C(CC(C)C)C(=O)OC)S(=O)(=O)c2ccccc21 (centres undefined),.,-4
O=C(N/N=C\C=C\c1ccc2c(c1)OCO2)C1COc2cc3ccccc3cc2O1 (centres undefined),.,9
Cc1ccc(-c2noc(-c3cc4ccccc4oc3=O)n2)cc1,.,-43
COc1ccc(-c2nnc(N(C)C(=O)c3ccno3)s2)cc1,.,22
CCOC(=O)N1CCN(c2c(NCC3CCCO3)c(=O)c2=O)CC1 (centres undefined),1,9
COc1ccc(S(=O)(=O)Nc2cc(C(=O)NC(C)C)ccc2N2CCOCC2)cc1,.,3
Cc1cc(C(=O)OCC(=O)c2ccc(Br)s2)c(C)o1,-83,.
C=CCOC(=O)c1[nH]c2c(c1C)C(=O)CC(c1cc(OC)c(OC)c(OC)c1)C2 (centres undefined),0,7
COc1ccc(C(=O)N/N=C(\C)Cn2nc([N+](=O)[O-])cc2C)cc1,.,12
Cc1ccc(NC(=O)CN2C(=O)C3CCCCN3C(=O)c3ccccc32)cc1 (centres undefined),.,-6
COc1ccccc1-c1nnc2n1N=C(c1ccc(O)c(O)c1)CS2,94*,-12
C=CCONC(=O)c1cc(OCC(F)(F)F)ccc1OCC(F)(F)F,.,-13

# (further entries)
Structure,HIV RNase H inh,RmlCD inh mix
Cc1ccn2cc(C(=O)Nc3nnc(C)s3)nc2c1,9,-5
Cc1ccc(C2CC(C(F)(F)F)n3ncc(C(N)=O)c3N2)cc1 (centres undefined),-10,-6
CCSc1nc(=S)n(-c2ccccc2)c(C)c1C(C)=O,.,7
COC(=O)c1cccc(COC(=O)c2ccc(N(C)C)cc2)c1,.,-14
Cc1nc(CNS(=O)(=O)c2cc(C)c(C)cc2C)cs1,-10,10
Cc1cccc(C)c1-n1c(C)cc(/C=N/NC(N)=S)c1C,.,1
O=c1c2ccccc2ncn1-c1cccc(Cl)c1,.,-10
COc1ccc2[nH]c(=O)c(CN(C(=O)c3cccnc3)c3ccccc3)cc2c1,.,-6
COc1ccc(C(=O)Nc2ccc(S(=O)(=O)Nc3nccnc3OC)cc2)cc1,.,9
O=C(CSc1nnc2n(C3CCCCC3)c(=O)c3ccccc3n12)OC1CCCCC1,-56,-8
CC1CCN(C(=O)CNS(=O)(=O)c2ccc(Br)s2)CC1,.,-10
Cc1cc(C(F)F)n2nc(C(=O)Nc3c(F)cc(F)cc3Br)nc2n1,1,3
Cc1ccc(C)c(N2CCN(C(=O)C3CCN(S(=O)(=O)c4cccc5nsnc45)CC3)CC2)c1,3,.
COC(=O)[C@H](CCSC)NC(=O)Nc1ccc(C(C)=O)cc1,-9,-11
CCc1nc(NC2CCCCC2)c(C#N)c2c1COC(C)(C)C2,-2,-17
O=C(Nc1nnc(SCc2ccccc2F)s1)c1ccco1,4,.
Cc1cccc(N2CCN(C(=O)c3ccc(N4CCCC4=O)cc3)CC2)c1C,-2,.
Oc1ccc2cccnc2c1,17,15
Cc1cccc(-n2ncc(C#N)c2-n2cccc2)c1,.,1
CCc1cc2c3c(c1)/C(=C1/SC(N)=NC1=O)C(=O)N3C(C)(C)C=C2C,.,5

# Further entries
Structure,HIV RNase H inh,RmlCD inh mix
CCCN1Cc2cccc(C(=O)NC3CCCC3)c2C1=O,-14,0
OC(CNCCCN1CCCCC1)COc1ccccc1 (centres undefined),-14,6
O=C1CN(C(=O)c2ccco2)C(c2ccc(F)cc2)c2cc(Cl)ccc2N1 (centres undefined),4,15
COc1ccc(C2C3=C(CC(C)(C)CC3=O)Nc3n[nH]c(C)c32)cc1 (centres undefined),3,20
CCOC(=O)Cn1c(N2CCCCCC2)nc2c1c(=O)[nH]c(=O)n2C,-14,-5
O=C(CN1C(=O)CCS(=O)(=O)c2ccccc21)NCc1ccc2c(c1)OCO2,6,-12
CCOC(=O)c1[nH]c2ccccc2c1NC(=O)CN(C)C,-4,5
CNC(=O)c1[nH]cnc1C(=O)Nc1ccccc1C,.,11
Cc1ccc(CN(C(=O)Cn2nnc3ccccc32)C(C(=O)NCc2ccco2)c2ccc(C)o2)cc1 (centres undefined),.,5
C/C(=N\O)C(=O)NCC1CCNCC1,-17,-12
CC(=O)Nc1ccc(OCC(O)Cn2nc(C)c(C(C)=O)c2C)cc1 (centres undefined),-11,-17
C=C1C(=O)O[C@@H]2C[C@@H](C)[C@@H]3C4OC4C(=O)[C@@]3(C)[C@@H](O)[C@H]12 (some centres undefined),.,-12
CCCS(=O)(=O)N1CCCC(C(=O)NC2CCCCC2)C1 (centres undefined),-11,8
Cc1ccc(CONC(=O)/N=C/N(C)C)cc1,.,4
Nn1c(SCc2csc(-c3ccccc3)n2)nnc1-c1cccs1,-39,5
Cc1cc(C)n(C(=O)CCC(=O)NCc2ccccc2)n1,-3,-7
Cc1oc(CC(C)C)c(CN2CCCC2)c1C(=O)O,-6,-13
C=CCNc1oc(-c2cccc3ccccc23)nc1C#N,-18,-227
CN=C1SC(CC(=O)Nc2ccc(C(C)=O)cc2)C(=O)N1C (centres undefined),.,8
Cn1c(-c2ccc(-c3ccccc3)cc2)c[nH]c1=S,.,1

# (list continues)
Structure,HIV RNase H inh,RmlCD inh mix
CCC1CCCN1Cn1cnc2c([nH]c3ccc(OC)cc32)c1=O (centres undefined),-3,10
O=C(O)C1CCCN1C(=O)Nc1ccccc1 (centres undefined),-5,-8
CCN(CC)C(=O)C(=O)c1cccn1-c1cccc(Cl)c1C#N,.,-2
CC1CCc2nc(NC(=O)CN3CCOCC3)sc2C1 (centres undefined),-3,-15
Cc1c(NC(=O)c2cc(-c3ccco3)on2)c(=O)n(-c2ccccc2)n1C,-14,-11
CCC(CC)COC(=O)C(C#N)c1nc2ccccc2nc1N1CCOCC1 (centres undefined),35,-12
O=C(CN1C(=O)c2ccccc2C1=O)Nc1ccc2c(c1)OCO2,-7,10
Cc1ccc(-c2[nH]nc(N)c2N=Nc2ccccc2C)cc1,.,-7
O=C(Cn1ccc2ccccc2c1=O)NCCC(=O)NC1CCN(Cc2ccccc2)CC1,-11,-5
N#Cc1ccccc1Cn1c(=O)n(CCC(=O)NCc2ccco2)c(=O)c2ccccc21,-19,.
OC(C#CCN1CCOCC1)c1cccs1 (centres undefined),-9,-11
CC(C)(C)C(=O)NC(=S)Nc1cc(C(F)(F)F)ccc1N1CCOCC1,.,4
COc1ccnc(Oc2ccc(F)cc2)c1C(=O)N/C=N/OCc1ccc(Cl)cc1Cl,.,31
CCOC(=O)Cn1nnnc1CN(Cc1ccc(OC)cc1)Cc1cc2cc(C)ccc2[nH]c1=O,7,17
COc1cc(C(=O)Nc2cc(-c3ccccc3)[nH]n2)cc(OC)c1OC,0,-16
N=C1C(c2nc(-c3ccc(F)cc3)cs2)=C(O)CN1CCCN1CCOCC1,-7,7
CCCOc1cccc(C(=O)Nc2cc(NC(=O)c3ccco3)ccc2OC)c1,-12,10
CCOc1cc(-c2nc(-c3cc(OC)c(OC)c(OC)c3)no2)cc(OCC)c1OCC,23,8
O=C(CCCCCCCC(=O)NCC1CCCO1)NCC1CCCO1 (centres undefined),.,-205
CC(C)n1nc(Cc2cccc3ccccc23)c(C#N)c1N,.,-11

# Complete entries, looked up by structure:
# CCOc1cc(-c2nc(-c3cc(OC)c(OC)c(OC)c3)no2)cc(OCC)c1OCC across the screens: HIV RNase H inh: 23; RmlCD inh mix: 8
# Cc1c(NC(=O)c2cc(-c3ccco3)on2)c(=O)n(-c2ccccc2)n1C across the screens: HIV RNase H inh: -14; RmlCD inh mix: -11

# New compounds follow.
Structure,HIV RNase H inh,RmlCD inh mix
COc1ccc(-c2noc(-c3cccc(Cl)c3)n2)cc1OC,4,.
Cc1nnc(NCc2n[nH]c(=O)c3ccccc23)c2ccccc12,-1,2
CCN(Cc1nc2ccccc2c(=O)[nH]1)Cc1nc2cc(OC)c(OC)cc2c(=O)[nH]1,-4,82
CCN(C(=O)c1cc2cccc(OC)c2oc1=O)c1ccccc1,4,10
Cc1ccccc1OCCCCc1c(C)n[nH]c1C,-34,16
COc1cc2c(cc1OC)C(=O)N(C)CC2,.,-5
CC(C)OC(=O)c1nnn(-c2nonc2N)c1CSc1ccccn1,-4,0
CN1CCN(c2nc(-c3ccncc3)nc3ccccc23)CC1,-10,3
O=C(CCC(=O)Nc1ccccc1)NNC(=O)c1cccs1,.,-12
CCCc1nnc(SCC(=O)N2CCCC2)n1CC1CCCO1 (centres undefined),-1,-14
COc1ccc(C2C(C(=O)c3ccc(C)o3)=C(O)C(=O)N2c2cc(C)on2)cc1OC (centres undefined),1,-2
COc1ccc(CN(Cc2cc3cc(C)ccc3[nH]c2=O)C(=O)N(C)C)cc1,-25,6
CCCCN1C2CCCC1CC(NC(=O)C1CCCCC1)C2 (centres undefined),.,-11
Cc1ccc(-c2nn(-c3ccccc3)cc2C(=O)N2CCOCC2)cc1,-1,-1
CCCCSc1nc(C)cc(NC(=S)Nc2ccc(OC)cc2)n1,.,-8
O=C(CSc1nnc(Cc2cc(=O)[nH]c(=O)[nH]2)n1-c1ccc(Cl)cc1)NC1CCCC1,-4,17
CCOc1ccccc1NC(=O)C1CCCN(S(=O)(=O)c2c(C)[nH]c(=O)[nH]c2=O)C1 (centres undefined),-4,-10
CCCCNC(=O)Oc1cccc(N2CCCC2=O)c1,-1,-10
COc1ccc(-c2ccnc(-c3ccc(OCCCF)cc3)n2)cc1,.,-13
CC(=O)NCCn1c(SCc2ccc(C)cc2)nc2ccccc2c1=O,.,-5

# (list continues)
Structure,HIV RNase H inh,RmlCD inh mix
C=CCN=C1SCC(=O)N1S(=O)(=O)c1ccc(C)cc1,-6,5
C=CCOn1c(=O)c(-c2cccs2)[n+]([O-])c2ccccc21,.,12
CN1CCC(n2nccc2N)CC1,-5,5
COc1ccc(NC(=O)NCCN2CCN(c3cccc(Cl)c3)CC2)cc1,8,-13
COC(=O)CCC(=O)OC1(C)C(=O)C=C2C=C(C3CC3)N(c3cccc(C#N)c3)C=C2C1=O (centres undefined),.,9
O=C(Nc1ccccn1)c1cc2ccccc2o1,.,-7
O=C(Nc1ccccc1OC(F)F)c1ccccc1,-18,9
CCOC(=O)c1cccc(NC(=O)CSc2nnc(C3CCCCC3)n2CC)c1,-6,3
C#CCNC(=O)C1=C[C@@H](c2ccc(Br)cc2)[C@H](CCCO)[C@@H](OCC)O1,.,63

# Screens deposited in PubChem BioAssay by several laboratories.

# The list is partial; the hit share may differ from the screen's.
